High-throughput results: PubChem BioAssay, Sanford-Burnham Center for Chemical Genomics
EBI2 antag – antagonists of human EBI2 receptor. EBI2 beta-arrestin recruitment, luminescence, 7a,25-OHC stimulated. 360,000 tested, 0.81% active. inhibition, % at 5 µM. P32249. AID 651636; in the data active = inhibition above about 38%;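 also: enzyme fragment complementation signal reports receptor beta-arrestin coupling in cells; 0% = agonist plus DMSO wells and 100% = wells without agonist; some results beyond the cut were filed as inactive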
Target sequence (P32249 whole entry, looked up, the tested form may be a part): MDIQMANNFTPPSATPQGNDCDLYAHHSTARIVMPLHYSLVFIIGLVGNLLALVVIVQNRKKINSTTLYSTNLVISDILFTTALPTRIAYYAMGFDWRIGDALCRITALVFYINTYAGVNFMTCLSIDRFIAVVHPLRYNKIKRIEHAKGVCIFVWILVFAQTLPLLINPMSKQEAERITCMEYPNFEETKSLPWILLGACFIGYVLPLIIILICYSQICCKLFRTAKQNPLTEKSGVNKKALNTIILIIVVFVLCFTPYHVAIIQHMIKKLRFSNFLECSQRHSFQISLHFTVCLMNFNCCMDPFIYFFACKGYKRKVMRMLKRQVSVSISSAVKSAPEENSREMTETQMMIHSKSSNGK
Gli-Sufu block – antagonists of Gli-Sufu signaling. Sufu-KO-LIGHT fibroblasts, Gli luciferase reporter luminescence. inhibition, % at 5 µM. 340,000 tested, 0.74% active;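 active = inhibition above about 55%, limit read from the data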;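 also: 0% = DMSO-treated cells and 100% = wells with medium but no cells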
ATG4B inhibitor – blocks human ATG4B protease cleavage of LC3 substrate | Q9Y4P1 | ATG4B cleavage of LC3-PLA2, NBD-HPC fluorescence, 1 h | 340,000 tested, 0.51% active | inhibition, % at 8.33 µM | AID 504462; in the data active = inhibition above about 40%
Target sequence (Q9Y4P1 whole entry, looked up): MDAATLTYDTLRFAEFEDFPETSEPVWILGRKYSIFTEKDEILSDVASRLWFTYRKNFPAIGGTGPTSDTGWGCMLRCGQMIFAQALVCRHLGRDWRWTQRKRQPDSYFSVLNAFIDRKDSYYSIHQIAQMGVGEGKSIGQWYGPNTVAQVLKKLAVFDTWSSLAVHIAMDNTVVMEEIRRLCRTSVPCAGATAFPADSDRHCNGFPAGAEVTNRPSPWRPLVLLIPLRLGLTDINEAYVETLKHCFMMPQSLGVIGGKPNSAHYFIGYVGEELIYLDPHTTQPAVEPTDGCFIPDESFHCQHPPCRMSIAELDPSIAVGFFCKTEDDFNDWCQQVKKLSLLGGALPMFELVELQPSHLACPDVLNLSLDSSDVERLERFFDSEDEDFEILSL
APJ ag – APJ receptor agonism; CHO-K1 APJ PathHunter beta-arrestin, luminescence; 0% DMSO wells, 100% apelin; 330,000 tested, 0.11% active; P35414; activation, % at 20 µM;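 active = activation more than six SD over the plate average, tested at 20 µM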;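 also: 0% = DMSO alone and 100% = apelin-13 at 10 nM; some results filed as inactive read as strong as hits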
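Assay system – PathHunter CHO-K1 APJ (AGTRL-1) beta-arrestin reporter cells · Compound – one dose, 20 µM compound, 1% DMSO · Timing – compound 90 min 25 °C, reagent 1 h · Measured by – luminescence from split beta-galactosidase complementation, Galacton Star/Emerald II substrate · Measure – beta-arrestin recruitment to APJ as agonist activity, luminescent signal · Benchmarks – DMSO vs Apelin-13 10 nM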
CXCR6 block – blocks human CXCR6 beta-arrestin recruitment; CHO-K1 PathHunter CXCR6 beta-arrestin, luminescence; inhibition, % at 20 µM; 360,000 tested, 0.36% active; AID 602244; in the data active = inhibition above about 34%, passing the limit was not always enough;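 also: antagonist mode with CXCL16 agonist at 10 nM final; 0% = 10 nM CXCL16 with DMSO and 100% = unstimulated wells without agonist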
UBC13 inh – human UBC13 polyubiquitination inhibition | P61088 | AID 485273 | UBC13 polyubiquitin chain formation, TR-FRET | inhibition, % at 20 µM | 330,000 tested, 0.47% active; in the data active = inhibition above about 45%, passing the limit was not always enough
Target sequence (P61088 whole entry, looked up): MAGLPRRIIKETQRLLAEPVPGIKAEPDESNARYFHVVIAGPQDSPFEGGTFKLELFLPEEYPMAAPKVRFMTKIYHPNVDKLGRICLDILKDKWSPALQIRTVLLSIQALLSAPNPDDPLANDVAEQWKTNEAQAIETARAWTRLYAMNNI
APJ antag – blocks the human apelin receptor APJ. 330,000 tested, 0.32% active. CHO-K1 APJ beta-arrestin complementation, luminescence. inhibition, % at 20 µM. P35414;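 active = inhibition above about 40% at 20 µM, limit read from the data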;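 also: cells challenged with 10 nM apelin-13 agonist together with compound; plate controls were apelin-13 plus DMSO wells for no effect and DMSO wells lacking apelin-13 for full effect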
CCR6 antag – CCR6 (human) receptor antagonism. P51684. inhibition, % at 20 µM. 340,000 tested, 0.49% active. CHO-K1 CCR6 PathHunter beta-arrestin, luminescence, CCL20-stimulated. AID 493098;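 active = compounds whose inhibition of the agonist-driven luminescence signal at 20 µM reaches about 50%, limit read from the data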;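 also: cells stimulated with CCL20 at 14 nM final; plate controls were DMSO with CCL20 for no effect and DMSO without agonist for full effect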
* = called active by the depositor; nt = no result given.

1) Cc1ccc(CSc2ccc(-c3ccc4c(c3)OCO4)nn2)cc1
2) C#CCOCCOCCOCCNc1nc(N2CCN(C(=O)Cn3cc(CCCN=C(N)N)nn3)CC2)nc(N2CCN(C(=O)[C@H]([C@@H](C)CC)n3cc(CCCCN)nn3)CC2)n1
3) Oc1ccc(Br)cc1C=Nc1ccc(Cl)cc1
4) O=C(COC(=O)c1cc(-c2cccs2)nn1-c1ccccc1)Nc1cc([N+](=O)[O-])ccc1Cl
5) O=[N+]([O-])c1ccc(N2CCN(c3ccccc3F)CC2)nc1
6) O=C(/C=C/c1ccccc1)Nc1cccc(S(=O)(=O)Nc2ccccc2F)c1
7) COCCC(=O)Nc1ccc2c(c1)CN(C(=O)CCSC)CC2
8) O=C1O/C(=C\c2ccccc2)c2ccccc21
compound no.	1	2	3	4	5	6	7	8
EBI2 antag	2	-20	-6	-4	6	31	3	5
Gli-Sufu block	2	2	0	8	-7	-13	1	-18
ATG4B inhibitor	-1	-4	18	9	9	-17	1	24
APJ ag	-1	2	1	-4	nt	-1	-2	-2
CXCR6 block	4	4	-2	1	-2	-7	-10	-6
UBC13 inh	6	23	-29	-12	nt	10	1	0
APJ antag	-1	5	7	2	nt	19	11	-11
CCR6 antag	-10	-10	13	-1	11	35	0	8

9) C[C@]12C(=O)N(c3ccccc3)C(=O)N1[C@H]1c3ccccc3OC[C@@H]1[C@H]2c1ccccc1
10) CC(C)(C)c1cc(C(=O)O)c(CN2CCCCC2)o1
11) O=C1COc2ccc(S(=O)(=O)CCC(=O)N3CCN(c4ccccc4)CC3)cc2N1
12) COc1ccc(C(CNC(=O)COc2ccccc2C)N2CCCCC2)cc1 (configuration not stated)
13) CCOC(=O)C1=C(C)Nc2nc(SC)nn2C1c1ccc(C(=O)OC)cc1 (configuration not stated)
14) O=C(N/C(=C\c1ccc(Cl)cc1)C(=O)N1CCOCC1)c1ccc([N+](=O)[O-])cc1
15) COc1ccc(C)cc1N(CC(=O)NC1CCCC1)C(=O)Cn1nnc(-c2ccc(C)o2)n1
16) COc1ccc(NC(=O)/C=C/c2ccc(Br)o2)cn1
compound no.	9	10	11	12	13	14	15	16
EBI2 antag	10	-2	-3	19	6	-10	-7	16
Gli-Sufu block	-6	-2	-3	15	-1	8	3	-23
ATG4B inhibitor	7	-4	-3	8	3	-8	5	3
APJ ag	-2	-17	-1	-4	-3	0	-1	-2
CXCR6 block	-4	-3	-2	14	8	-14	1	1
UBC13 inh	3	-8	0	0	17	-17	-8	-16
APJ antag	9	-6	4	14	17	-12	-4	-8
CCR6 antag	0	8	1	17	11	-12	13	5

17) CC(=O)Nc1ccc(OCC(=O)NC(C)c2ccc(F)cc2)cc1 (configuration not stated)
18) O=C(Nc1c(Cl)ccc2nsnc12)c1cccnc1
19) O=C(Nc1ccc2ccccc2n1)c1ccccc1
20) O=C(Nc1sc2c(c1C(=O)O)CCC2)C(=O)N1CCOCC1
21) COc1ccccc1/C=C/C=C1\Oc2c(ccc(O)c2CN(C)C)C1=O
22) Cc1ccc(S(=O)(=O)N2CCC(Oc3cccc(C(F)(F)F)c3)CC2)cc1
23) COCCNC(=O)C(c1ccc(C)cc1)N(Cc1cccs1)C(=O)CCC(=O)Nc1ccccn1 (configuration not stated)
24) Oc1ccc(N=C/C=C/c2cccc(Br)c2)cc1-c1nc2ccccc2s1
compound no.	17	18	19	20	21	22	23	24
EBI2 antag	-4	-3	-1	-1	5	6	-3	-5
Gli-Sufu block	4	-1	-101	0	-5	-8	-16	-19
ATG4B inhibitor	-2	1	-3	8	0	3	-4	7
APJ ag	-3	-2	-2	-6	-3	-5	0	0
CXCR6 block	3	-2	-13	-7	11	2	-6	8
UBC13 inh	2	-12	3	-5	-23	-3	4	-14
APJ antag	-8	5	15	25	13	-28	5	7
CCR6 antag	-1	2	4	-15	7	35	38	29

25) CN(C)CCNC(=O)c1onc(CSc2ccc(F)c(F)c2)c1C(=O)NCCN(C)C
26) COc1ccc(Br)cc1CNC(=O)Cc1c(C(=O)O)[nH]c2ccc(Cl)cc12
27) COc1cc(N)c(Cl)cc1C(=O)OCC(=O)NC(=O)NCc1ccco1
28) CC(=O)n1c2ccccc2c2nc3ccccc3nc21
29) O=c1c(C(c2ccc(F)cc2)c2c(O)nc3n(c2=O)CCCS3)c(O)nc2n1CCCS2
30) CCC(=O)N1CCN(c2cc(N3CCCC3)c(F)cc2[N+](=O)[O-])CC1
31) CCn1c2ccccc2c2cc(NS(=O)(=O)c3ccc(C)cc3)ccc21
32) Cc1nc(C)c(C(=O)C2=C(O)C(=O)N(CCN3CCOCC3)C2c2ccco2)s1 (configuration not stated)
compound no.	25	26	27	28	29	30	31	32
EBI2 antag	-9	-6	-5	-13	-4	8	-6	10
Gli-Sufu block	10	6	-4	-67	0	8	2	0
ATG4B inhibitor	1	35	0	0	-11	-6	-8	-6
APJ ag	9	6	-2	-4	3	-8	-5	-3
CXCR6 block	12	-2	5	-13	-3	6	-1	7
UBC13 inh	2	2	8	11	-4	-47	-2	-11
APJ antag	-11	1	3	-13	-2	14	-23	-2
CCR6 antag	16	-1	8	14	-9	13	-8	21

33) CC1=C([N+](=O)[O-])C(c2ccccc2Cl)NC(=O)N1C (configuration not stated)
34) O=C(COC(=O)/C=C/c1cccc(C(F)(F)F)c1)NCc1cccs1
35) Cc1nnc2sc(-c3ccncc3)nn12
36) Cn1c(CCN2CCOCC2)nc2cc(NS(=O)(=O)c3ccccc3)ccc21
37) O=C(NCCCN1CCN(c2ccccc2)CC1)C1CCCN(c2ncnc3c2nc2n3CCCCC2)C1 (configuration not stated)
38) O=C(O)c1cccc(N2C(=O)/C(=C/c3ccc([N+](=O)[O-])cc3)C=C2c2ccccc2)c1
39) N#CCOc1ccc(C2=NO[C@@H]3[C@@H]4C[C@@H]([C@H]5C(=O)N(c6ccc7c(c6)OCO7)C(=O)[C@@H]45)[C@H]23)cc1
40) Cn1nnnc1SCc1ccc(CSc2nnnn2C)cc1
compound no.	33	34	35	36	37	38	39	40
EBI2 antag	-1	-7	-4	3	5	3	-10	-5
Gli-Sufu block	2	-2	9	5	31	-25	-5	3
ATG4B inhibitor	3	3	0	-4	3	4	-3	-6
APJ ag	-1	0	-5	-4	2	3	-1	-3
CXCR6 block	-4	5	-6	3	-7	2	2	5
UBC13 inh	5	-9	-3	-6	80*	-81	1	-5
APJ antag	-3	-48	-12	16	7	-15	7	5
CCR6 antag	-5	15	9	9	12	25	17	5

41) O=C(NCc1ccccc1)N1CCn2c(nc3ccccc32)C1
42) COc1ccc2c(c1)c(C)cc[n+]2Cc1ccccc1
43) CCN(C)Cc1c(C(=O)N2CCc3ccccc3C2)nc2ccc(Cl)cn12
44) Cc1ccn2c(Nc3ccccc3C)c(-c3ccccn3)nc2c1
45) COc1ccc(-c2cc(NCc3ccccn3)n3ncnc3n2)cc1
46) COc1ccccc1C(=O)Nc1ccc(C(=O)O)cc1
47) CCOCCCNC(=O)c1ccc(/C=C2\Oc3ccccc3N(C)C2=O)cc1
48) CC(=O)Nc1ccc(C(=O)CN2C(=O)NC3(CCOc4ccccc43)C2=O)c(F)c1 (configuration not stated)
compound no.	41	42	43	44	45	46	47	48
EBI2 antag	-3	-1	-1	1	-4	-14	-5	0
Gli-Sufu block	-15	65*	-6	3	-13	-5	-84	-2
ATG4B inhibitor	-1	0	32	8	-1	-3	-1	-18
APJ ag	0	1	-4	-5	6	2	-1	-1
CXCR6 block	-1	0	1	30	0	7	6	0
UBC13 inh	12	6	5	20	3	-5	11	14
APJ antag	23	11	14	25	4	-8	5	6
CCR6 antag	7	8	11	32	11	2	-3	-1

Excerpt: entries 39 to 45
39) N#CCOc1ccc(C2=NO[C@@H]3[C@@H]4C[C@@H]([C@H]5C(=O)N(c6ccc7c(c6)OCO7)C(=O)[C@@H]45)[C@H]23)cc1
40) Cn1nnnc1SCc1ccc(CSc2nnnn2C)cc1
41) O=C(NCc1ccccc1)N1CCn2c(nc3ccccc32)C1
42) COc1ccc2c(c1)c(C)cc[n+]2Cc1ccccc1
43) CCN(C)Cc1c(C(=O)N2CCc3ccccc3C2)nc2ccc(Cl)cn12
44) Cc1ccn2c(Nc3ccccc3C)c(-c3ccccn3)nc2c1
45) COc1ccc(-c2cc(NCc3ccccn3)n3ncnc3n2)cc1
compound no.	39	40	41	42	43	44	45
EBI2 antag	-10	-5	-3	-1	-1	1	-4
Gli-Sufu block	-5	3	-15	65*	-6	3	-13
ATG4B inhibitor	-3	-6	-1	0	32	8	-1
APJ ag	-1	-3	0	1	-4	-5	6
CXCR6 block	2	5	-1	0	1	30	0
UBC13 inh	1	-5	12	6	5	20	3
APJ antag	7	5	23	11	14	25	4
CCR6 antag	17	5	7	8	11	32	11

Additional compounds
49) Cn1nccc1C(=O)N1CCCC(Nc2ccc(F)cc2)C1 (configuration not stated)
50) O=C(CN1C(=O)C2CC=CCC2C1=O)NCC(=O)Nc1ccc(F)c(F)c1 (configuration not stated)
51) Oc1cc(Nc2cccnc2)cc2cccnc12
52) COc1ccccc1CNc1nc2nc(C)c(Cl)c(=O)n2[nH]1
53) COC(=O)[C@@]12CCCN1[C@H](c1ccc(-c3ccc(F)cc3)cc1)[C@H]1C(=O)N(C)C(=O)[C@H]12
54) Cc1cccc(OCCCC(=O)Nc2ccc(N(C)C)cc2)c1
55) C/C(=N\NC(=O)c1ccc(Cn2cc([N+](=O)[O-])cn2)o1)c1cccc(NC(=O)c2cccnc2)c1
56) C/C(=N\NC(=O)COc1ccccc1F)c1cc2ccccc2o1
compound no.	49	50	51	52	53	54	55	56
EBI2 antag	-7	-6	-38	4	1	-11	-6	-10
Gli-Sufu block	-5	10	8	2	1	-58	1	-54
ATG4B inhibitor	0	3	-10	-9	-2	4	-7	-9
APJ ag	-4	-5	2	2	6	0	-1	0
CXCR6 block	0	-1	-21	5	2	-5	2	-6
UBC13 inh	-2	-2	17	-1	-12	-22	-12	-10
APJ antag	-3	16	-19	2	12	-15	-3	-15
CCR6 antag	3	11	-4	-5	14	14	4	4
